NLRP3 yeast inh – NALP3 inhibition in yeast. 0.39% of 330,000 active. AID 2825. inhibition, % at 10 µM. Yeast reconstituted NLRP3/ASC/caspase-1, beta-gal luminescence, 24 h;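 active = inhibition of 50% or more; inactive = inhibition below 50%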;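 note: plate controls were induced DMSO wells for no effect and uninduced yeast grown without galactose for full effect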
TIM10 inh – growth inhibitors of TIM10 yeast strain; S. cerevisiae TIM10 strain growth, BacTiter-Glo luminescence, 24 h; inhibition, % at 10 µM; 1.4% of 330,000 active;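 active = inhibition of 40% or more at the single tested concentration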;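 note: wild-type TIM10 isogenic control strain grown at permissive 25 °C; 0% = DMSO yeast wells and 100% = minimal medium wells without yeast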
APOBEC3G inh – APOBEC3G (human) deaminase inhibition; recombinant A3G, ssDNA deamination FAM/TAMRA fluorescence; Q9HC16; inhibition, % at 20 µM; 0.28% of 330,000 active;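 active = inhibition of at least 40% at 20 µM, with no more than 30% in the related APOBEC3A deaminase screen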;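 note: plate controls were DMSO wells with A3G for no effect and wells lacking A3G enzyme for full effect; some compounds called inactive have numbers as strong as hits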
Target sequence (Q9HC16 whole entry, looked up): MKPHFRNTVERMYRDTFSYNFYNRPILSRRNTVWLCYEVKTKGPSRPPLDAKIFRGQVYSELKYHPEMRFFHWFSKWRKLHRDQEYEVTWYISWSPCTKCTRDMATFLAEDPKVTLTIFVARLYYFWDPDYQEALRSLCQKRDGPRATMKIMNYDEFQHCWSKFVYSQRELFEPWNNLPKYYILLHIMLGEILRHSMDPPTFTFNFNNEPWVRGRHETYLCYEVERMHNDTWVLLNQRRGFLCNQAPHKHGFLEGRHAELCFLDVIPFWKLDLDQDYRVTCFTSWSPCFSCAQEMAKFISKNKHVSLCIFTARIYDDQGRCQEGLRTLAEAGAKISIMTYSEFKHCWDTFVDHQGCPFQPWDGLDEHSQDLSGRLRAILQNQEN
A3A deaminase – inhibitors of human APOBEC3A DNA deaminase | P31941 | recombinant A3A, FAM/TAMRA ssDNA deamination fluorescence | inhibition, % at 20 µM | 0.41% of 330,000 active | AID 493011;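 active = at least 40% inhibition at 20 µM here, with at most 30% in a related deaminase screen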;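 note: plate controls were A3A with DMSO for no effect and wells lacking A3A enzyme for full effect; some results filed as inactive read as strong as hits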
Target sequence (P31941 whole entry, looked up): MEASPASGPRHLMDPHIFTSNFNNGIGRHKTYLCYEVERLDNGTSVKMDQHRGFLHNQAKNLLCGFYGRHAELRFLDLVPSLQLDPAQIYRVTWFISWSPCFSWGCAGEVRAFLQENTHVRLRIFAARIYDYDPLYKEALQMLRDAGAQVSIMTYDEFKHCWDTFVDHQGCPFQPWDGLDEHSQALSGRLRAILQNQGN
mIAP inh – blocks mouse intestinal alkaline phosphatase; AID 2806; inhibition, % at 10 µM; purified mouse IAP, CDP-Star luminescence, 30 min; 0.2% of 330,000 active;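 active = inhibition of at least 40% at 10 µM in the primary screen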;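 note: plate controls were DMSO with enzyme for no effect and no enzyme wells for full effect; values of inactives mirror those of a sister screen read the other way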
MIN6 prolif – inducers of beta-cell replication in MIN6 cells | 0.29% of 330,000 active | MIN6 cells proliferation, ATPlite luminescence, 48 h; cells starved in 0.2% serum; 100% = growth in 10% serum | proliferation, % at 10 µM;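 active = compounds whose signal lies at least 3.5 SD above the mean of all wells on their plate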;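 note: 0% = DMSO-treated cells in low-serum medium and 100% = 10% serum control; some compounds called inactive have numbers as strong as hits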
mIAP act – increases mouse intestinal alkaline phosphatase activity; muIAP, CDP-Star luminescence, 30 min; hits give high values; 1 = vehicle-only enzyme signal, 0 = enzyme-free wells; AID 2805; activation factor at 10 µM; 0.24% of 330,000 active;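 active = activation factor of at least 2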; note: the source names both 10 and 20 µM as test concentration; values of inactives mirror those of a sister screen read the other way
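System: Mouse IAP enzyme | Also added: CDP-Star substrate | Dosing: Compounds dispensed in DMSO | Schedule: 30 min enzyme-substrate-compound incubation at room temperature | Technique: Chemiluminescence readout | Control set: DMSO-only wells and no-enzyme negative control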
tim10-1 inh – inhibits growth of tim10-1 mutant yeast; inhibition, % at 20 µM; S. cerevisiae tim10-1 ts strain growth, BacTiter-Glo, 24 h; 2.2% of 330,000 active;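 active = inhibition of at least 40%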;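 note: mutant grown at 25 °C; 0% = DMSO wells with yeast and 100% = wells holding no yeast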
hIAP inh – human IAP inhibition. inhibition, % at 10 µM. 0.12% of 330,000 active. purified IAP, CDP-Star luminescence, 30 min;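 active = inhibition reaching a set limit with compound at 10 µM in the primary screen, cut at about 35% in these data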;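 note: plate controls were DMSO wells with enzyme for no effect and no-enzyme buffer wells for full effect; values of inactives mirror those of a sister screen read the other way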
Target sequence (P09923 whole entry, looked up): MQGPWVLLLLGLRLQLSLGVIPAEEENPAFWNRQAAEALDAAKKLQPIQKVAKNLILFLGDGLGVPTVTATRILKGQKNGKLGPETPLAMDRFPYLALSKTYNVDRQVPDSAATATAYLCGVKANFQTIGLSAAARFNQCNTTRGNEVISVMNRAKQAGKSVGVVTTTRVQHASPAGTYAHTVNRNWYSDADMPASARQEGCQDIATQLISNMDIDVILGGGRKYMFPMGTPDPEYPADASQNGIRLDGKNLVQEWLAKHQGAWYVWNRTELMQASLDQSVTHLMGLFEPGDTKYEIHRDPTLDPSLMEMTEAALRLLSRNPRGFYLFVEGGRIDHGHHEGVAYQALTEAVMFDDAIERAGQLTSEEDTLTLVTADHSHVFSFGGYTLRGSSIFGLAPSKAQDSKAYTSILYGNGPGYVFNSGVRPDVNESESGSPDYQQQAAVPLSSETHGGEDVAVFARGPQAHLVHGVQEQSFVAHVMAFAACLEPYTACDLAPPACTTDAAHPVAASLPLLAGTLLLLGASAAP
* = called active by the depositor; & = joins results of further samples.

entry | Molecule | NLRP3 yeast inh | TIM10 inh | APOBEC3G inh | A3A deaminase | mIAP inh
1 | CCCCn1c(N)c(N(CCOC)C(=O)c2ccc(S(=O)(=O)N3CCCCCC3)cc2)c(=O)[nH]c1=O | 19 | 4 | -9 | 2 | 5
2 | COC(=O)C1=C(C)N(CCCC(=O)O)C(=O)NC1c1ccccc1OS(=O)(=O)c1ccccc1[N+](=O)[O-] (stereo not drawn) | 21 | -2 | -7 | -2 | -7
3 | COc1ccc(C(=O)C2CCCN(C(=O)Cn3ccc(C)n3)C2)cc1OC (stereo not drawn) | 9 | 7 | -3 | 0 | -3
4 | CSCCCNC(=S)N1CCN(c2ccc(C(C)=O)cc2)CC1 | 5 | -17 | 1 | 0 | -2
5 | COC(=O)C1=C(C)NC(C)=C(C(=O)OC)C1c1ccc(OC(=O)c2ccco2)cc1 | 10 | 5 | 2 | -2 | -3
6 | O=C(NCc1ccco1)c1sc2ccccc2c1Cl | 26 | 4 | -6 | -11 | 9
7 | Cc1cc(CC(C)C)n(-c2nc3ccccc3c(=O)n2OCC(=O)N(C)C)n1 | 2 | 5 | -7 | -4 | 3
8 | Cc1ccc(S(=O)(=O)Nc2c(O)c3ccccc3oc2=O)cc1 | 11 | 4 | -2 | -4 | 1
9 | CC(C)(C)C(=O)Nc1cc(S(=O)(=O)N2CCCCC2)ccc1N1CCCCC1 | 5 | 25 | -8 | -4 | 0
10 | CS(=O)(=O)O/N=C1\CCCCC1c1ccc([N+](=O)[O-])cc1[N+](=O)[O-] (stereo not drawn) | 13 | 7 | 4 | -5 | 14
11 | CNC(=O)Cn1nc(-c2ccc(Cl)cc2)c2ccccc2c1=O | 18 | -7 | -5 | -4 | 0
12 | C=CCOc1ccc(/C=C2\SC(=S)N(CCC(=O)O)C2=O)cc1 | 21 | 14 | -2 | 4 | 1

entry | MIN6 prolif | mIAP act | tim10-1 inh | hIAP inh
1 | -2 | 0.95 | -12 | -8
2 | -2 | 1.1 | -14 | 1
3 | -2 | 1 | 7 | -7
4 | -4 | 1 | -7 | 7
5 | -1 | 1 | 8 | 6
6 | -2 | 0.91 | 11 | -6
7 | 0 | 0.97 | 15 | -22
8 | 0 | 0.99 | 18 | -13
9 | -1 | 0.99 | 26 | 9
10 | -1 | 0.86 | -3 | -2
11 | -1 | 1 | 10 | -2
12 | -3 | 0.99 | -2 | 5

Looked up by structure from the entries so far:
entry | Molecule | NLRP3 yeast inh | TIM10 inh | APOBEC3G inh | A3A deaminase | mIAP inh
9 | CC(C)(C)C(=O)Nc1cc(S(=O)(=O)N2CCCCC2)ccc1N1CCCCC1 | 5 | 25 | -8 | -4 | 0
8 | Cc1ccc(S(=O)(=O)Nc2c(O)c3ccccc3oc2=O)cc1 | 11 | 4 | -2 | -4 | 1
4 | CSCCCNC(=S)N1CCN(c2ccc(C(C)=O)cc2)CC1 | 5 | -17 | 1 | 0 | -2
12 | C=CCOc1ccc(/C=C2\SC(=S)N(CCC(=O)O)C2=O)cc1 | 21 | 14 | -2 | 4 | 1

entry | MIN6 prolif | mIAP act | tim10-1 inh | hIAP inh
9 | -1 | 0.99 | 26 | 9
8 | 0 | 0.99 | 18 | -13
4 | -4 | 1 | -7 | 7
12 | -3 | 0.99 | -2 | 5

Next section
entry | Molecule | NLRP3 yeast inh | TIM10 inh | APOBEC3G inh | A3A deaminase | mIAP inh
13 | COc1ccccc1NC(=O)CCNS(=O)(=O)c1ccc2c(c1)CCN2C(C)=O | -9 | -3 | -7 | -5 | -1
14 | O=C(NCCSc1ccccn1)c1ccc(Cl)cc1 | 15 | -11 | -9 | -1 | -7
15 | COC(=O)NNC(=O)c1ccc(C(C)(C)C)cc1 | 15 | -8 | -4 | -2 | -1
16 | Cc1[nH]c2ccccc2c1SCc1ccccc1 | 21 | 20 | -9 | -5 | 5
17 | Cn1c(N)c(C(=O)COC(=O)C2=NNC(=O)CC2)c(=O)n(C)c1=O | 5 | -20 | -3 | -7 | 5
18 | Cc1nc2ncnn2c(C)c1CCC(=O)N1CCc2ccccc2C1 | -1 | 0 | 2 | 0 | 5
19 | Cc1nc(N2CCN(C)CC2)c2cc(-c3ccccc3)sc2n1 | 8 | -12 | -11 | 4 | 1
20 | O=C(CN(Cc1ccccc1)C(=O)CNS(=O)(=O)c1ccccc1)NCC1CCCO1 (stereo not drawn) | 17 | -21 | -13 | 1 | 2
21 | CCCc1cc(=O)[nH]c(SCC(=O)Nc2ccc(N3CCCCC3)cc2)n1 | 4 | -6 | -7 | -6 | 8
22 | Nc1nc2nc(-c3ccccc3)cc(=O)n2[nH]1 | -2 | 14 | -4 | -1 | 6
23 | COc1ccc2sc(NC(=O)NC(=O)c3c(Cl)cccc3Cl)nc2c1 | 15 | 11 | -8 | -1 | 10
24 | CC(C)Oc1ccc(CC(=O)NNC(=S)Nc2ccccc2)cc1 | 15 | 1 | -9 | -5 | 5

entry | MIN6 prolif | mIAP act | tim10-1 inh | hIAP inh
13 | 1 | 1 | 19 | 13
14 | -3 | 1.1 | 12 | -13
15 | 0 | 1 | 5 | 24
16 | -5 | 0.95 | 34 | 5
17 | -5 | 0.95 | -6 | -16
18 | 4 | 0.95 | -2 | 0
19 | -1 | 0.99 | -1 | -13
20 | -1 | 0.98 | 0 | -16
21 | 1 | 0.92 | 9 | -8
22 | -3 | 0.94 | 12 | 18
23 | 0 | 0.9 | 0 | 1
24 | -2 | 0.95 | 9 | -64

Other records follow:
entry | Molecule | NLRP3 yeast inh | TIM10 inh | APOBEC3G inh | A3A deaminase | mIAP inh
25 | O=C(CN1C(=O)c2ccccc2C1=O)N(CCO)Cc1ccccc1 | 16 | -5 | -8 | -2 | 8
26 | CNS(=O)(=O)c1cccc(C(=O)OCC(=O)N(Cc2ccccc2)C(C)(C)C)c1 | 14 | 15 | -2 | 1 | 3
27 | C=CCn1c2ccccc2c2nnc(SCN3C(=O)c4ccccc4C3=O)nc21 | 25 | 6 | -3 | -3 | 6
28 | Cc1oc(C)c2c(=O)ccc3c(c12)OC(N)=C(C#N)C3c1ccccc1Cl (stereo not drawn) | 16 | 11 | -2 | 5 | 14
29 | O=c1c2c3c(sc2nc2sc(CN4CCCCC4)cn12)CCCC3 | 12 | -1 | -3 | -1 | 11
30 | COc1ccc(CN2CCc3ccc(NC(=O)CCc4ccccc4OC)cc3C2)c(O)c1 | 14 | 18 | -3 | -5 | -26
31 | C[C@@H]1C[C@H]2[C@@H]3CCC4=CC(=O)C=C[C@]4(C)[C@@]3(F)[C@@H](O)C[C@]2(C)[C@@]1(O)C(=O)CO | 10&3 | 2&-3 | -4&-10 | -1&-2 | -14&4
32 | COc1ccc(NC(=O)C2CCN(S(=O)(=O)c3cccs3)CC2)cc1OC | 25 | 6 | 9 | 18 | -10
33 | COc1ccccc1-n1c(SCC(N)=O)nnc1-c1ccc(S(=O)(=O)N2CCCCC2)cc1 | 12 | 11 | -3 | 1 | 5
34 | CCn1cc(C(=O)NCCCN2CC(C)CC(C)C2)c(=O)c2cc(S(=O)(=O)N(C)C)ccc21 (stereo not drawn) | -1 | 2 | -7 | -3 | 3
35 | CC(=O)N1N=C(c2cccc(O)c2)CC1c1cccs1 (stereo not drawn) | 10 | 7 | 1 | -6 | -3
36 | CCOC(=O)Cc1cc(=O)[nH]c(/N=C(/NC(=O)c2ccccc2)Nc2ccccc2C(F)(F)F)n1 | 6 | -9 | -2 | 2 | 6

entry | MIN6 prolif | mIAP act | tim10-1 inh | hIAP inh
25 | -1 | 0.92 | 2 | -16
26 | -3 | 0.97 | 10 | 8
27 | -2 | 0.94 | 17 | -18
28 | -5 | 0.86 | 22 | 5
29 | 1 | 0.89 | 18 | 11
30 | -5 | 1.3 | 2 | -23
31 | 0&-2 | 1.1&0.96 | 0&6 | 3&13
32 | 1 | 1.1 | -2 | 0
33 | -2 | 0.95 | 11 | -8
34 | -1 | 0.97 | -6 | 8
35 | 2 | 1 | -4 | -16
36 | -3 | 0.94 | 6 | 22

Profiles as entered above. Order of values: NLRP3 yeast inh | TIM10 inh | APOBEC3G inh | A3A deaminase | mIAP inh | MIN6 prolif | mIAP act | tim10-1 inh | hIAP inh
`CS(=O)(=O)O/N=C1\CCCCC1c1ccc([N+](=O)[O-])cc1[N+](=O)[O-]` (stereo not drawn) is entered as 13 | 7 | 4 | -5 | 14 | -1 | 0.86 | -3 | -2
`COc1ccc(C(=O)C2CCCN(C(=O)Cn3ccc(C)n3)C2)cc1OC` (stereo not drawn) is entered as 9 | 7 | -3 | 0 | -3 | -2 | 1 | 7 | -7
`COc1ccc2sc(NC(=O)NC(=O)c3c(Cl)cccc3Cl)nc2c1` is entered as 15 | 11 | -8 | -1 | 10 | 0 | 0.9 | 0 | 1
`Cc1[nH]c2ccccc2c1SCc1ccccc1` is entered as 21 | 20 | -9 | -5 | 5 | -5 | 0.95 | 34 | 5
`COC(=O)NNC(=O)c1ccc(C(C)(C)C)cc1` is entered as 15 | -8 | -4 | -2 | -1 | 0 | 1 | 5 | 24

(list continues)
entry | Molecule | NLRP3 yeast inh | TIM10 inh | APOBEC3G inh | A3A deaminase | mIAP inh
37 | O=C(CCCc1cccs1)NCCc1c[nH]c2ccccc12 | 8 | -3 | -3 | -6 | -7
38 | COc1ccc(-n2nc(C(=O)NCC(=O)Nc3ccccn3)c3ccccc3c2=O)cc1Cl | 8 | -16 | 0 | 12 | 9
39 | O=C(NCC1CCCO1)c1ccccc1NS(=O)(=O)c1cccs1 (stereo not drawn) | 15 | -16 | -5 | -3 | 5
40 | CC(C)c1ccc(N(C(=O)c2snc(C(N)=O)c2N)C(C(=O)NCC2CCCO2)c2ccc(N(C)C)cc2)cc1 (stereo not drawn) | -6 | 18 | -6 | -3 | 8
41 | O=[N+]([O-])c1ccc(N/N=C/c2cccc(O)c2O)c(S(=O)(=O)N2CCOCC2)c1 | 21 | 7 | 3 | 5 | 30
42 | CCOc1ccc(NC(=O)CCN2CCN(c3ccccc3OC)CC2)cc1 | 11 | 0 | -5 | -4 | 6
43 | CCCCCSc1nnc(-c2ccccc2N)c(=O)[nH]1 | -18 | -3 | -5 | -7 | -9
44 | O=c1c2c(nc3n1CCCCC3)sc1c(O)cccc12 | 19 | 18 | 0 | -2 | 6
45 | C=CCn1cccc(C(=O)Nc2ccc(SC)cc2)c1=O | 30 | 5 | 1 | 1 | 2
46 | N#Cc1cc(Oc2ccc3ccccc3c2)c(-n2nnc3ccccc32)cc1C#N | 14 | -20 | -7 | -4 | 3
47 | O=c1c(-c2ccc(Br)cc2)[n+]([O-])c2ccccc2n1OCc1ccccn1 | 10 | -2 | 1 | 4 | -1
48 | CCN(CC)CCCN1C=C2C(=O)C(C)(OC(=O)CCC(=O)OC)C(=O)C(Br)=C2C=C1c1ccc(OC)cc1 (stereo not drawn) | 14 | -6 | -2 | 2 | 9
49 | C/C(CC(C)C)=N\Oc1nc(C)cc(C)n1 | 21 | -12 | -5 | 0 | -2
50 | COc1cc(NC(=S)NCCc2ccccc2)c(OC)cc1NC(=O)CC(C)C | 27 | 15 | 8 | -1 | 3

entry | MIN6 prolif | mIAP act | tim10-1 inh | hIAP inh
37 | -3 | 1.1 | 31 | -10
38 | -2 | 0.91 | 17 | -8
39 | 0 | 0.95 | -2 | 3
40 | 0 | 0.92 | 2 | 16
41 | -5 | 0.7 | 12 | 14
42 | 2 | 0.94 | 1 | -16
43 | -3 | 1.1 | 9 | 0
44 | -2 | 0.94 | 23 | 33
45 | 3 | 0.98 | 28 | 9
46 | -3 | 0.97 | 17 | 13
47 | 1 | 1 | 22 | 18
48 | -5 | 0.91 | -12 | -5
49 | 1 | 1 | -34 | 7
50 | -2 | 0.97 | 19 | -2
